# All columns: NCI-60 one-dose screen, growth in % after 48 h at 10 µM unless noted; 100 = growth as untreated, 0 = no growth, -100 = all killed.
# COLO 205 = COLO 205 colon cancer. 7.3% of 79,000 active
# NCI/ADR-RES = NCI/ADR-RES ovarian cells. 4.4% of 81,000 active
# NCI-H23 = NCI-H23 lung cancer; 4% of 80,000 active
# NCI-H460 = NCI-H460 lung cancer; 6.8% of 82,000 active
# NCI-H322M = NCI-H322M lung cancer; 2.7% of 80,000 active; AID 1794733
# HCT-116 = HCT-116 colon cancer; 7.3% of 82,000 active
# NCI-H522 = NCI-H522 lung cancer; 8% of 78,000 active; AID 1794739
# HCT-15 = HCT-15 colon cancer. 5.2% of 82,000 active. AID 1794746
# NCI-H226 = NCI-H226 lung cancer; 3.5% of 79,000 active; AID 1794732
# * = called active by the depositor; / = not tested or not shown; & = joins results of further samples. The calls were made as follows: active = growth percent below 10; inactive = the rest.
# Values run as follows: COLO 205	NCI/ADR-RES	NCI-H23	NCI-H460	NCI-H322M	HCT-116	NCI-H522	HCT-15	NCI-H226
- CCN(CC)S(=O)(=O)c1ccc(OC)c(N)c1
  127	102	92	105	116	102	103	104	93
- CCNC(=S)N/N=C(\C)c1nc2ccc(Cl)cc2[nH]1
  53	63	81	36	52	74	78	43	85
- Nc1ncc(S(=O)(=O)c2ccc([N+](=O)[O-])cc2)s1
  131	107	112	120	113	112	103	103	115
- CCOC(=O)c1sc2nc(-c3ccc(OC)cc3)nc(N3CCOCC3)c2c1C
  102	91	90	100	95	95	85	87	88
- CC(C)=C1C=C(C(C)(C)C)C(=O)C(C(C)(C)C)=C1
  110	109	103	110	99	99	87	100	94
- O=c1c2cc(Br)cc(Br)c2nc(-c2ccc(Cl)cc2)n1/N=C/c1cccc(F)c1
  54	40	54	40	49	18	39	75	41
- COC(=O)c1occc1C
  111	108	110	102	100	111	88	98	95
- COc1ccc(-c2nn([C@H]3CC(=O)[C@@H]4OC[C@H]3O4)c(=S)n2C)cc1
  109	100	98	109	100	81	86	100	106
- FC(F)(F)c1cccc(I)c1
  114	111	104	113	96	99	92	116	105
- COc1ccccc1/C(=C/c1ccc([N+](=O)[O-])cc1)C(=O)O
  116	111	101	109	99	102	85	99	/
- CCCOC(=O)Cc1ccc(OC)cc1
  109	108	100	107	113	100	100	100	105
- CCCC1C(C(=O)OCC)=C(N)Oc2cc(O)ccc21 (stereo unspecified)
  96	94	91	93	109	88	77	97	79
- COc1ccc(N/N=C/c2ccc3c(c2)Sc2ccccc2N3C)cc1
  102	80	77	29	77	54	47	85	-68*
- O=S(=O)(NCCCNc1nccc(-c2c(-c3cccc(O)c3)nc3occn23)n1)c1ccc(F)cc1
  36	105	89	81	103	56	78	90	110
- Nc1nc(N)c(-c2ccc(Cl)c(Cl)c2)c(CBr)n1
  77	58	78	26	78	42	9.8*	43	93
- O=S(=O)(Oc1ccc(-c2cn3ccsc3n2)cc1)N1CCCCC1
  124	105	103	103	103	109	101	89	100
- C=C(C)Cn1c(SCC(=O)c2cccs2)nc2sc3c(c2c1=O)CCCC3
  44	44	73	8.4*	68	29	58	23	58
- Cc1cc(NC(=S)SCc2ccc3c(c2)OCO3)ccc1Cl
  107	105	96	103	90	94	83	105	96
- Clc1ccc(N2c3nc4ccccc4cc3Sc3cc4ccccc4nc32)cc1
  126	101	108	109	94	85	98	108	97
- CCN(CC)C(=O)c1cccnc1
  115	111	/	111	123	105	99	106	110
- Cc1nn(-c2ccc(Cl)cc2)c(=O)n1CCn1cncn1
  111	100	89	105	88	96	103	108	93
- Nc1c(O)c(S(=O)(=O)O)c(O)c2c1C(=O)c1ccccc1C2=O
  6.3*	18	22	8.3*	39	7.9*	7.6*	16	41
- CCN(CC)CCN=c1c(C)nc(C#N)c(N)n1O
  106	110	106	105	101	99	84	96	106
- CC(=O)OCC(=O)O[C@@H]1C[C@]2(C(C)C)O[C@@]1(C)[C@@H]1CC[C@@H](C)[C@H]1[C@@H]2OC(=O)/C=C/c1ccccc1
  98	22	90	90	85	81	78	81	68
- N#CC(CCc1ccc([N+](=O)[O-])cc1)(CCc1ccc([N+](=O)[O-])cc1)C(N)=O
  104	100	95	103	102	90	82	107	90
- CCCCOC(=O)Oc1ccc(C(=O)Oc2ccc(OCC)cc2)cc1
  118	/	100	106	99	98	83	102	93
- C/C=C(/C)C(=O)OC
  110	104	104	111	109	101	93	97	100
- O=C(c1nc2ccccc2[nH]1)C1C(c2ccco2)C2CSCN2[C@@]12C(=O)Nc1ccccc12 (stereo partly specified)
  /	101	93	102	101	99	100	105	92
- O=C(c1ccccc1)c1c(/C=C/c2ccc(Br)cc2)nc2ccccc2c1/C=C/c1cccs1
  110	97	97	107	90	97	88	102	96
- CCCCC/C(C)=C(\C#N)C(=O)NC(N)=S
  114	108	101	105	104	103	106	107	95

# Among those listed so far, two have a carbonyl joined to an NH by a bond outside any ring.
# Values run as follows: COLO 205	NCI/ADR-RES	NCI-H23	NCI-H460	NCI-H322M	HCT-116	NCI-H522	HCT-15	NCI-H226
- N#CC(CCc1ccc([N+](=O)[O-])cc1)(CCc1ccc([N+](=O)[O-])cc1)C(N)=O
  104	100	95	103	102	90	82	107	90
- CCCCC/C(C)=C(\C#N)C(=O)NC(N)=S
  114	108	101	105	104	103	106	107	95

# Other results:
# Values run as follows: COLO 205	NCI/ADR-RES	NCI-H23	NCI-H460	NCI-H322M	HCT-116	NCI-H522	HCT-15	NCI-H226
- Cc1cc(=NC(C)(C)C)nc2c3ccccc3c(Cl)cn12
  78	109	97	99	105	102	83	101	93
- Cn1c(O)c(/C=N/NC(=O)c2ccccn2)sc1=S
  56	17	62	28	52	39	71	29	/
- O=[N+]([O-])c1ccc(C(Cl)=C(Cl)Cl)cc1
  102	105	106	110	102	100	92	102	103
- O=S(=O)(C/C(=N/O)c1cccs1)c1ccccc1
  104	109	100	101	98	106	91	109	96
- CC(C)CNCC(O)COc1ccccc1 (stereo unspecified)
  124	106	106	115	118	115	106	107	104
- COc1cccc(Cn2cc3c(c2-c2ccccc2)CCc2cnoc2-3)c1OC
  80	65	81	93	121	78	70	74	94
- CCOC(=O)c1cnn(CC(O)c2ccccc2)c1NC(=O)c1ccc(F)cc1 (stereo unspecified)
  /	99	103	104	104	99	88	98	/
- CC1(C)CC[C@]2(c3nnc(-c4cccnc4)o3)CC[C@]3(C)C(=CC[C@@H]4[C@@]5(C)CCC(=O)C(C)(C)[C@@H]5CC[C@]43C)[C@@H]2C1
  69	86	72	81	97	38	81	60	68
- Cc1nn(-c2ccccc2)c2c1oc(=O)c1cc(Cl)ccc12
  120	108	107	107	90	95	113	99	96
- CCOc1ccccc1NC(=O)c1cc(-c2ccc(C)cc2)n(-c2ccc(S(C)(=O)=O)cc2)n1
  120	104	99	104	94	94	84	96	107
- N#CC1=C(N)Oc2cc(N)ccc2C1c1ccc(F)cc1 (stereo unspecified)
  83	45	82	100	83	78	54	47	/
- O=C(OCc1ccccc1Cl)OCc1ccccc1Cl
  110	100	94	109	101	107	93	101	96
- Oc1ccc(/C=C2\CCc3cc4ccc(O)cc4[o+]c32)c(O)c1
  91	91	90	85	84	56	52	43	85
- CN(C)c1ccc(/C=C(\C#N)c2nc(N)nc(Nc3ccc(S(N)(=O)=O)cc3)n2)cc1
  77	97	81	89	85	90	72	97	89
- CCCCN(C(=O)c1ccco1)c1ccccc1
  107	101	102	110	95	97	93	104	97
- CC(C)(CO)C(O)C(=O)NCCS(=O)(=O)Nc1ccc(Cl)cc1 (stereo unspecified)
  102	107	96	104	105	102	86	105	88
- O=S(=O)(c1ccccc1)N1CCCc2ccccc21
  112	107	102	107	99	105	82	99	104
- COc1cc(/C=N/NC(=O)CSc2nc3ccccc3c(=O)n2Cc2ccc(S(N)(=O)=O)cc2)cc(OC)c1OC
  117	99	100	101	85	98	52	96	90
- CC(=O)Nc1ccc(OC(C)(C)C)cc1
  129	102	105	108	94	103	92	107	101
- CC(C)CC(CC(C)C)NCC(C)OC(=O)c1ccc([N+](=O)[O-])cc1 (stereo unspecified)
  106	90	106	110	95	103	/	102	101
- COC(=O)C(C(=O)OC)C(CC(=O)c1ccc(Br)cc1)c1ccccc1 (stereo unspecified)
  112	101	101	104	102	94	/	101	100
- O=C1CC(c2ccccc2)Oc2cc(O)cc(O)c21 (stereo unspecified)
  115	100	94	105	91	93	68	99	98
- CCOC(=O)CCC(C(C)=O)C(=O)OCC (stereo unspecified)
  117	103	101	104	104	103	102	110	89
- COc1ccc(/C=N/NC(=O)Cn2nc(Cc3ccccc3)c3onc(C)c3c2=O)cc1
  124	93	98	95	116	84	99	99	104
- CC(=O)N[C@H](C(=O)N[C@H](Cc1ccccc1)C(=O)N[C@H](CS)C(=O)N[C@H](CCCNC(=N)N)C(=O)N[C@H](CCCNC(=N)N)C(=O)N[C@H](CCCNC(=N)N)C(=O)N[C@H](CCCNC(=N)N)C(=O)N[C@H](CCCNC(=N)N)C(=O)N[C@H](CCCNC(=N)N)C(=O)N[C@H](CCCNC(=N)N)C(=O)N[C@H](CCCNC(=N)N)C(N)=O)[C@@H](C)O
  113	114	104	100	104	98	96	105	93
- Cc1ccc2cc(-c3nc4ccccc4s3)c(Cl)nc2c1Cl
  103	96	90	104	/	113	92	94	94
- C#C[C@]1(O)CCC2C3CCC4=CC(=O)CC[C@@H]4C3CC[C@@]21C (stereo partly specified)
  115	94	94	104	99	94	85	108	101
- C[N+](C)(C)CCOc1ccccc1Cc1ccccc1
  101	107	100	105	103	88	99	100	94
- O=S(=O)(Nc1nccs1)c1ccccc1
  111	102	101	107	91	94	87	109	99
- O=C(CC(=O)Nc1cccc(C(=O)O)c1)Nc1cccc(C(=O)O)c1
  100	106	107	100	105	94	78	106	112

# Part of the list above, limited to NCI-H226 and HCT-15.
SMILES	NCI-H226	HCT-15
CCOc1ccccc1NC(=O)c1cc(-c2ccc(C)cc2)n(-c2ccc(S(C)(=O)=O)cc2)n1	107	96
N#CC1=C(N)Oc2cc(N)ccc2C1c1ccc(F)cc1 (stereo unspecified)	/	47
O=C(OCc1ccccc1Cl)OCc1ccccc1Cl	96	101

# More entries:
Compound | COLO 205 | NCI/ADR-RES | NCI-H23 | NCI-H460 | NCI-H322M | HCT-116 | NCI-H522 | HCT-15 | NCI-H226
COc1ccc(-c2nn(-c3ccccc3)cc2/C=C2\SC(=S)N(CCCCCCCCCCC(=O)O)C2=O)cc1OC | 123 | 105 | 100 | 88 | 96 | 78 | 91 | 73 | 101
N#C/C(=C\c1ccc(C#N)cc1)C(=O)c1ccccc1 | 123 | 99 | 87 | 116 | 97 | 98 | 91 | 96 | 95
CCN(CC)CCOc1ccc(O)cc1 | 102 | 90 | 88 | 104 | 107 | 102 | 68 | 93 | 99
CCN(CC)CCn1cc(CN)nn1 | 112 | 99 | 99 | 109 | 95 | 91 | 75 | 106 | 106
CC/C(=C(\c1ccc(OCCN2CCCCCC2)cc1)c1ccc(OC(=O)C2CCCCC2)cc1)c1ccc(OC)cc1 | 102 | 96 | 89 | 92 | 106 | 105 | 108 | 70 | 96
CCOC(=O)c1c2ccncc2n2c(=O)n(C)nnc12 | 109 | 113 | 102 | 130 | 107 | 101 | 108 | 115 | 104
CC(C)c1ccc(C(=O)Nc2sc3c(c2C(N)=O)CCC(=O)C3)cc1 | -44* | 1.3* | -7.4* | 1.4* | 69 | -41* | -56* | -16* | 51
CN(c1ccccc1C(=O)O)S(=O)(=O)c1ccccc1 | 128 | 114 | / | 109 | 117 | 97 | 105 | 100 | 100
COc1cc2nc(-c3ccc(Cl)cc3)cc(OCCCN3CCOCC3)c2cc1OC | 26 | 45 | 73 | 22 | 57 | 21 | 22 | 19 | -7.3*
O=C(Nc1ccccc1)C1=COCCS1 | 92 | 100 | 95 | 104 | 108 | 92 | 94 | 96 | 85
CC1(C(=O)O)CC1(Cl)Cl (stereo unspecified) | 125 | 110 | 101 | 103 | 103 | 89 | 103 | 107 | 91
Nc1nc(-c2ccc(Cl)cc2)c2cc[nH]c(=O)c2n1 | / | 109 | 105 | 113 | 121 | 104 | 83 | 103 | 96
CCCCN(CCCC)CNC(=O)c1ccccc1 | 113 | 99 | 98 | 108 | 106 | 94 | 92 | 106 | 96
COc1cc(Cn2cc3c(c2-c2ccccc2)CCc2cnoc2-3)cc(OC)c1 | 86 | 75 | 82 | 98 | 129 | 79 | 84 | 77 | 94
CCCCCCCCCCCCc1ccc(O)c(CN(C)C)c1 | 47 | 104 | 110 | 103 | 101 | 90 | 95 | 95 | 103
O=[N+]([O-])C1C2OC3(CCCCC3)OC2C([N+](=O)[O-])[C@H](c2c[nH]c3ccccc23)c2c([nH]c3ccccc23)[C@@H]1c1c[nH]c2ccccc12 (stereo partly specified) | 91 | 83 | 80 | 90 | 65 | 76 | 92 | 69 | 85
CCOC(=O)c1cccc(NC2=CC(=O)C(C)=C(C)C2=O)c1 | 115 | 102 | 100 | 103 | 101 | 105 | 98 | 95 | 102
COC(=O)c1ccc([N+](=O)[O-])cc1C(=O)OC | 116 | 109 | 103 | / | 105 | 110 | 109 | 98 | 97
COc1ccc(Oc2c(OC)cc(NCc3ccc(CN)cc3)c3ncccc23)cc1 | 117 | / | 84 | 101 | 71 | 84 | 98 | 99 | 64
Fc1ccc(Nc2nccc(Nc3ccc4[nH]ncc4c3)n2)cc1 | 61 | 68 | 73 | 60 | 74 | 55 | 43 | 62 | 47
CCOC(=S)Nc1ccccc1 | 112 | 103 | 101 | 105 | 105 | 102 | 87 | 106 | 102
CC(C)CCSc1nc(NNC(N)=O)c(C#N)c(-c2ccccc2)n1 | 121 | 102 | 91 | 112 | 106 | 38 | 97 | 99 | 97
CCCCOC(c1ccc2c(c1)OCO2)C(C)Br (stereo unspecified) | 115 | 108 | 109 | 109 | 97 | 100 | / | 95 | 94
CSc1nsc(N)n1 | 99 | 101 | 98 | 97 | 88 | 104 | 90 | 95 | 103
O=c1c2ccccc2nnn1CCc1ccccc1 | 115&118 | 107&106 | 91&92 | 103&101 | 106&110 | 96&95 | 101&90 | 108&103 | 85
Cc1[nH]c(C2CC(c3ccccc3)=NN2C)c(C)c1C(=O)NCC(F)(F)F (stereo unspecified) | 112 | 98 | 98 | 103 | 104 | 100 | 97 | 98 | 95
Cc1ccc(C(=O)O)c(N)c1O | 109 | 107 | 104 | 105 | 112 | 106 | 95 | 104 | 98

# From PubChem BioAssay

# Hits appear at their usual frequency, and some 12% of all compounds hit somewhere here.
